# EPAC2 ag = agonists of human EPAC2 (RAPGEF4); Potency, µM (series often up to 154 µM), for the others: at the top dose activation, usual class: activators; EPAC2 activation, biochemical qHTS; response scale: 100% = 6.5 mM cAMP response; hit rate 0.079% among 360,000; AID 720711; further: potency means the concentration at half of the fitted maximal effect; nearly all actives have a fitted effect of over 50% in size
# Target sequence (Q8WZA2 whole entry, looked up): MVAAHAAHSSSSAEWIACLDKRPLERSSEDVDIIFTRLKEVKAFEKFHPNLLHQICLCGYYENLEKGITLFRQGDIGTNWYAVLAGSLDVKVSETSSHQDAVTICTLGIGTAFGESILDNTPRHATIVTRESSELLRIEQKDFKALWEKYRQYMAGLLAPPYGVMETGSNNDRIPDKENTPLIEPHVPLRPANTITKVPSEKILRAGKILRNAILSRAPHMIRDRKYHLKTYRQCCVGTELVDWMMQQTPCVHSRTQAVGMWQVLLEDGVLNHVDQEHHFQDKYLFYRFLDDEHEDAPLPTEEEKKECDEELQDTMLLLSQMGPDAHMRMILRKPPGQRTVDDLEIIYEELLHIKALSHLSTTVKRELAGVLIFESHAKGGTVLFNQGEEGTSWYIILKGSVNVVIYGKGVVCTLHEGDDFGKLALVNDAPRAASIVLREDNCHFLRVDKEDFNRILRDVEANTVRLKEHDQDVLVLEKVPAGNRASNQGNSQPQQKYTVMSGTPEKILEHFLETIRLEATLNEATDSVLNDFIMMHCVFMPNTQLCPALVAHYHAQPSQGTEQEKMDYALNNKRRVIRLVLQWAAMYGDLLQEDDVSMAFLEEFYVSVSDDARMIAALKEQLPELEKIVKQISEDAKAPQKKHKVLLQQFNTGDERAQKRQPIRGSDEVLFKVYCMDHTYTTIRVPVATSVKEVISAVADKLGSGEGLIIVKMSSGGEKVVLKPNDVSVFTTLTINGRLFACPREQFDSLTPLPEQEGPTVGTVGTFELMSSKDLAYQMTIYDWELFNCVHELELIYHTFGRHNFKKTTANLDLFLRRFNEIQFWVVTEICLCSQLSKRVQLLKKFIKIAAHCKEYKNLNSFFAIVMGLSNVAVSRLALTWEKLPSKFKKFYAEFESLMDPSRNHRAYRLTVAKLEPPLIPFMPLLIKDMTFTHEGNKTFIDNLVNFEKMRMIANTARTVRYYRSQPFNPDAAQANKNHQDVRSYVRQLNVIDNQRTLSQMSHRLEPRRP
#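 Readout is BODIPY fluorescence (480 nm excitation, 540 nm emission), which falls as labeled GDP is exchanged off Rap1B. EPAC2 at 100 nM acted on 250 nM RAP1B-BODIPY-GDP with 50 uM GDP present.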
# EPAC2 antagonist = antagonists of human EPAC2; hit rate 0.18% among 360,000; EPAC2 GEF exchange of Rap1B-BODIPY-GDP, fluorescence; Q8WZA2; Potency, µM (series often up to 114 µM), inactives show at the top dose activity, negative = inhibition, actives largely listed as inhibitors; further: potency means the concentration at half of the fitted maximal effect; on the % scale 0 is the no-effect control and ±100 the full control effect; nearly all actives have a fitted effect of over 45% in size; many of its hits are not listed in these tables
# Nrf2 activator = activates Nrf2 signaling. hit rate 0.31% among 410,000. AREc32 ARE-luciferase reporter (MCF7-derived line), luminescence, 24 h. Potency, µM (doses to about 46.1 µM), inactives show top-dose activation, hits mostly activators; further: potency means the concentration at half of the fitted maximal effect; % of control where 0% means no effect; nearly all actives have a fitted effect of over 65% in size
#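 AREc32_Fluc, 1000 cells/well, OPTI-MEM + 5% FBS, o/n 37 deg C 5% CO2; 23 nL cpd by pin tool, 24 hr; Steady-Glo 30 min RT, luminescence.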
# Nrf2 block = Nrf2 pathway inhibition; A549 ARE-Fluc reporter, luciferase luminescence, 18-24 h; Potency, µM (top dose mostly 46 µM), inactives show at the top dose activity change, negative = inhibition, hits mostly inhibitors; hit rate 2.1% among 360,000; AID 504444; further: potency means the concentration at half of the fitted maximal effect; on the % scale 0 is the no-effect control and ±100 the full control effect; nearly all actives have a fitted effect of over 60% in size
#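 In this cell-based qHTS, ARE-driven firefly luciferase in A549 cells reports Nrf2 activity; the luminescent signal after BugLite lysis is the measured value, with a prior CellTiter-Fluor read for cell health.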
# TGFb inhibitor = TGF-b pathway inhibition; HepG2 CAGA-GFP TGF-b/SMAD3 reporter, GFP fluorescence, 18 h; TGF-beta stimulated, 500 pg/mL final; Potency, µM (top dose mostly 46.1 µM), without a hit: top-dose activity, negative = inhibition, most hits filed as inhibitors; hit rate 1.2% among 410,000; further: potency means the concentration at half of the fitted maximal effect; on the % scale 0 is the no-effect control and ±100 the full control effect; nearly all actives have a fitted effect of over 65% in size
#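 Inhibition of TGF-beta-driven CAGA-GFP reporter expression in HEPG2 cells is measured by cellular GFP fluorescence after 18 h stimulation with 500 pg/mL recombinant TGF-beta in 1% FBS medium at 37 degrees C.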
# MmCpn inh = inhibitors of Methanococcus maripaludis chaperonin (MmCpn). purified Mm-Cpn ATPase, ADP Transcreener TR-FRET. Potency, µM (titrated, usually from 76.9 µM), for inactives: at the top dose activity, negative = inhibition, actives largely listed as inhibitors. hit rate 0.031% among 330,000. AID 504842; further: potency means the concentration at half of the fitted maximal effect; on the % scale 0 is the no-effect control and ±100 the full control effect; nearly all actives have a fitted effect of over 80% in size
#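 25 nM Mm-CPN + cpd, 10 min 37°C; + 10 uM ATP, 30 min 37°C; buffer 30 mM Tris pH 7.4, 100 mM KCl, 5 mM MgCl2, 1 mM DTT; Transcreener ADP HTRF detection 30 min RT.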
# CCT modulator = modulators of cytosolic chaperonin (CCT/TRiC) activity. hit rate 0.3% among 360,000. activity change, % (concentration not given with the values), hits read low. purified chaperonin ATPase assay, HTRF ADP detection, 30 min. AID 651819; in the data active means activity change below about -30%; further: on the % scale 0 is the no-effect control and ±100 the full control effect
#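 We incubate TRiC, 40 or 20 nM final, with library compounds at 76 uM and 10 uM ATP for 30 min at 37 °C. ADP formed is detected with Transcreener HTRF reagents after 30 min at room temperature.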
# pAkt inh = Akt phosphorylation inhibition; hit rate 0.32% among 360,000; Neuro2A IGF-stimulated pAkt S473 HTRF, 20 min; stronger effect = lower value; activity change, % for hits at 50 µM; in the data active means activity change below about -80%; inconclusive means mostly about -51% to -80%; further: on the % scale 0 is the no-effect control and ±100 the full control effect
#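 Neuro2A cells in DMEM with 0.5% FBS, overnight at 37 deg C, given compound at single 50 µM final, then IGF (6 nM final) for 20 min at 37 deg C. Lysed; phospho-Akt Ser473 by HTRF after 24 h, 665/615 ratio.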
# A549 viability = kills or reduces viability of A549 cells in Nrf2 counter-screen; A549 ARE-Fluc cells, CellTiter-Fluor viability, 18-24 h; Potency, µM (doses to about 46 µM), without a hit: at the top dose activity change, negative = cytotoxicity, most hits filed as inhibitors; hit rate 0.16% among 390,000; AID 504648; further: potency means the concentration at half of the fitted maximal effect; on the % scale 0 is the no-effect control and ±100 the full control effect
#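 A549 ARE-Fluc cells in 5% FBS OPTI-MEM, 5000 cells/well, rested 2 h then exposed to compounds in concentration-response for 18-24 h at 37 °C. Viability by CellTiter-Fluor fluorescence (Ex 405/Em 525) after 30 min; luciferase luminescence (BugLite, 15 min, RT) read afterwards.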
# Starred values were filed as active, the others as inactive; i = inactive; ? = inconclusive; . = no result given; & = joins results of further samples; [ ] = remark or other dose. Unless noted, the call rests on the fitted dose curve; in most records, active means well fitted curve in the direction sought with a large enough effect; inconclusive means small, poorly fitted or top-dose-only effect, or another doubt; inactive means no such curve, though single readings can be large; an effect the other way counts as inactive or inconclusive.
Compound	EPAC2 antagonist	Nrf2 block	EPAC2 ag	MmCpn inh	TGFb inhibitor	A549 viability	Nrf2 activator	pAkt inh	CCT modulator
Cc1ccccc1Cn1cccc1/C=C1/C(=N)N2C=CSC2=NC1=O	0%	?	-8%[15.6 µM]	-4%	189%[activator]	?	-0.5%	.	1.5
O=C(Nc1cccc2[nH]ncc12)c1ccc(F)cc1	-1%	-5%	9%	0%	?	-6%	-0.2%	i	-1.1
COCCN1CC(=O)N(c2cccc(C)c2C)C(c2ccc(Cl)cc2)C1=O (configuration not stated)	18%	12%	-8%	1%	1%	-3%	0.4%	i	2.1
CCNc1c(NC(=O)C2CCC(C)CC2)c(=O)oc2ccccc12 (configuration not stated)	2%	-11%	-9%	-1%	-12%	3%	0.1%	i	0.7
O=C(CN1CCCC1c1ccc2c(c1)OCCO2)NC(=O)Nc1ccccc1F (configuration not stated)	-1%	-10%	-3%	0%	5%	10%	-0.3%	i	-3.3
CCOC(=O)c1sc(NC(=O)Nc2ccc(F)cc2)nc1C	-3%	?	-2%	1%	?	-11%	-0.3%	i	-1.0
C=CCOc1ccnc(-c2ccccc2)n1	-9%	1%	3%	1%	-12%	1%	0.1%	i	0.1
CC1CCN(C(=O)Cn2c(=O)n(Cc3ccc4c(c3)OCO4)c(=O)c3ccccc32)CC1	-4%	.	-1%	1%	3%	-2%	0.2%	i	-1.5
Cc1cc(/C=C2\SC(=S)NC2=O)c(C)n1C1CC1	0%	?	5%	1%	-13%	?	0.2%	i	-2.9
O=S(=O)(NCCc1ccc2c(c1)OCCO2)c1cccs1	-6%	0%	3%	-1%	-17%	7%	-0.1%	i	-1.6
CCC(Sc1nc2ccc(C)cc2[nH]1)C(=O)O (configuration not stated)	14%	3%	11%	-10%	-1%	-4%	-1.1%	i	-1.3
O=C(C1CC=CCC1)N1CCC(CO)(Cc2ccc(Cl)cc2)CC1 (configuration not stated)	-25%	?	5%	2%	?	-3%	2.7%	i	1.0
CCCCN(C)CCNC(=O)c1cc2c(=O)[nH]c3ccccc3c2n1C	2%	-1%	9%	2%	2%	-18%	0.2%	i	0.4
O=C(NCCN1CCCCC1)/C(=C/c1ccco1)NC(=O)c1ccccc1	14%	1%	6%	-2%	-29%	-1%	0.1%	i	-1.5
C=CCC1[C@H](C)[C@H]2[C@@H]3CC[C@@H](C3)[C@H]2CN1S(=O)(=O)c1ccc(C)cc1 (some centres not stated)	?	-29%	17%	0%	?	?	5.9%	i	0.5
COc1cccc(S(=O)(=O)Nc2ccc(C(=O)N3CCCCCC3)cc2)c1	31%[activator]	-17%	-1%	1%	-1%	-9%	2.6%	i	2.8
O=CN1N=C(c2ccccc2)CC1c1ccccc1[N+](=O)[O-] (configuration not stated)	14%	-2%	4%	2%	12%	-1%	1.6%	i	0.6
CCCCn1c(N)c(N(CCOC)C(=O)c2oc3ccc(OC)cc3c2C)c(=O)[nH]c1=O	-21%	-10%	-5%	0%	-19%	-2%	-0.6%	i	0.9
CC(C)c1cc(C(=O)NC2CCCc3c2cnn3-c2ccccc2F)no1 (configuration not stated)	0%	-24%	-6%	2%	0%	-8%	0.1%	i	-2.0
O=C(NCc1ccc2c(c1)OCO2)C(=O)NCC1OCCN1S(=O)(=O)c1ccc(Br)cc1 (configuration not stated)	7%	?	15%	0%	-19%	-1%	0.9%	i	-0.8
N#CC1CC(c2ccc([N+](=O)[O-])cc2)=NN1c1ccc([N+](=O)[O-])cc1 (configuration not stated)	8%	-24%	4%	3%	16%	-26%	-0.2%	i	1.3
CC1CCCCC1NC(=S)NC(=O)c1cccs1 (configuration not stated)	?	26%	8%	0%	?	18%	10%	i	0.5
O=C(NCC1CCCO1)c1cc2c(=O)[nH]c3ccccc3c2s1 (configuration not stated)	-1%	-22%	5%	-5%	-10%	-3%	-0.5%	i	0.1
O=S(=O)(Cc1ccc(Cl)cc1)NCc1cccnc1	6%	3%	1%	-1%	-18%	-3%	-0.1%	i	0.3
COc1ccccc1C(=O)O[C@H]1[C@H](Cc2ccccc2)NS(=O)(=O)[C@H]2C[C@@H]3C=C[C@]12O3	6%	2%	6%	-1%	11%&-26%	-7%	0.5%	i	-2.4
O=C(c1ccc(S(=O)(=O)N2CCC(c3nc4ccccc4s3)CC2)cc1)N1CCCCC1	-2%	?	0%	.	1%	-17%	0.0%	.	1.2
O=C1CC(C2CCCO2)C(=O)N1c1ccc(Cl)c(Cl)c1 (configuration not stated)	-11%	-12%	-5%	2%	5%	0%	1.4%	i	1.5
O=C(CSc1nnc(CNC(=O)c2ccco2)o1)Nc1ccc(Cl)cc1	6%	-1%	4%	-1%	7%	-6%	-0.4%	i	0.7
CCOc1ccccc1NC(=S)NCC1CCCO1 (configuration not stated)	10%	-1%	-2%	0%	-2%	0%	2.8%	i	-1.7
Cc1cc(C(=O)N2CCN(c3ccccc3Cl)CC2)c(C)o1	-17%	?	-12%	0%	-1%	10%	26%	i	0.8
COc1cc(C2NC(=O)NC(C)=C2[N+](=O)[O-])cc(OC)c1OC (configuration not stated)	-2%	-6%	4%	-1%	?	0%	0.2%	i	-0.9
CCOC(=O)c1ccc(NC(=O)CC2C(=O)N(c3ccccc3)C(=O)N2Cc2cccs2)cc1 (configuration not stated)	.	-3%	.	.	-2%	-7%	4.7%	.	.
Cc1cc(C)c2nc(NNC(=O)c3cc(-c4cccs4)nc4ccccc34)sc2c1	3%	?	2%	-2%	?	-18%	0.4%	i	-0.1
COC(=O)c1cc2c(ccn2-c2ccc(F)cc2)n1Cc1ccc(C#N)cc1	-1%	-15%	2%	-1%	7%	-10%	0.6%	i	-0.2
COc1ccc(S(=O)(=O)N2CN3CCN(C3)C2)cc1	10%	0%	0%	0%	0%	0%	0.2%	i	-0.4
CCOC(=O)[C@H]1[C@H]2COc3cc(OC)ccc3[C@@H]2N2C(=O)c3cc(OC)ccc3NC(=O)[C@@]12C	17%	-12%	?	0%	?	-2%	3.4%	i	-1.1
Cc1ccc(C(C)C)cc1OCC(=O)Nc1ccccc1N1CCCC1	-29%	?	6%	2%	-13%	11%	-0.2%	i	1.6
CCOc1ccc(NS(=O)(=O)c2ccc(-c3ccc(=O)[nH]n3)o2)cc1	0%	?	6%	1%	-6%	9%	1.7%	i	-1.3
CN(Cc1cnn(C)c1)Cc1nc(-c2ccc(Cl)cc2)no1	-5%	5%	-4%	1%	-9%	-1%	2.6%	i	-1.2
CC(C)(C)NC(=O)COc1ccc(S(=O)(=O)N2CCCC2)cc1	12%	13%	1%	1%	17%	3%	-0.6%	i	0.6
Cc1ccccc1C(=O)NC(=S)Nc1cccc(NC(=O)C(C)C)c1	4%	-21%	3%	0%	5%	3%	0.0%	i	-2.9
CCOC(=O)c1ccc(NC(=O)Nc2c(C)n(C)n(-c3ccccc3)c2=O)cc1	7%	9%	2%	-5%	?	-1%	-0.2%	i	0.4
O=C(CCC1CCCC1)Nc1cccc(Cc2ccncc2)c1	0%	-7%	6%	?	-14%	4%	-0.4%	i	1.4
Nc1nc(Br)c2ccccc2c1-c1ccc(F)cc1	12%	-16%	2%	-16%	-1%	-5%	2.5%	i	2.0
COc1cccc(C2CC(c3ccccc3)n3ncnc3N2)c1 (configuration not stated)	6%	12%	-4%	2%	-3%	2%	2.4%	i	-0.3
CC(C)(C)c1ccccc1NC(=O)CN1C(=O)NC(Cc2ccccc2)C1=O (configuration not stated)	13%	13%	1%	0%	-32%	0%	0.1%	i	0.0
Cc1ccc(S(=O)(=O)NCCCn2ccnc2)cc1C(=O)NC(C)C	10%	-27%	2%	0%	-2%	9%	0.2%	i	-2.1
CN(CC(=O)Nc1ccccc1C(F)(F)F)C(=O)COc1cccnc1[N+](=O)[O-]	1%	-12%	4%	2%	0%	-6%	-0.2%	i	-1.4
CC(C)(C)C(=O)CNS(=O)(=O)c1ccc(S(=O)(=O)NC2CCCC2)cc1	10%	-4%	2%	0%	-2%	3%	0.4%	i	0.6
Cc1ccc(NC(=O)CCC(=O)NNC(=O)COc2ccc([N+](=O)[O-])cc2)c(C)c1	-5%	5%	0%	3%	9%	1%	0.1%	i	-7.4
CCN(CC(=O)Nc1c(F)cccc1F)C(=O)C1COc2ccccc2O1 (configuration not stated)	-11%	?	7%	1%	3%	1%	-0.6%	i	2.1
O=C(Cn1cc(C(=O)c2cccs2)c2ccccc21)NCc1cccs1	-6%	?	6%	-5%	-4%	25%	3.8%	-110%*	-0.4

# Filtered by structure: those above containing a cyano group (two)
Compound	EPAC2 antagonist	Nrf2 block	EPAC2 ag	MmCpn inh	TGFb inhibitor	A549 viability	Nrf2 activator	pAkt inh	CCT modulator
N#CC1CC(c2ccc([N+](=O)[O-])cc2)=NN1c1ccc([N+](=O)[O-])cc1 (configuration not stated)	8%	-24%	4%	3%	16%	-26%	-0.2%	i	1.3
COC(=O)c1cc2c(ccn2-c2ccc(F)cc2)n1Cc1ccc(C#N)cc1	-1%	-15%	2%	-1%	7%	-10%	0.6%	i	-0.2

# Some of these compounds in order of the CCT modulator value, lowest first.
mol | EPAC2 antagonist | Nrf2 block | EPAC2 ag | MmCpn inh | TGFb inhibitor | Nrf2 activator | pAkt inh | CCT modulator
Cc1ccc(NC(=O)CCC(=O)NNC(=O)COc2ccc([N+](=O)[O-])cc2)c(C)c1 | -5% | 5% | 0% | 3% | 9% | 0.1% | i | -7.4
CN(CC(=O)Nc1ccccc1C(F)(F)F)C(=O)COc1cccnc1[N+](=O)[O-] | 1% | -12% | 4% | 2% | 0% | -0.2% | i | -1.4
O=C(Cn1cc(C(=O)c2cccs2)c2ccccc21)NCc1cccs1 | -6% | ? | 6% | -5% | -4% | 3.8% | -110%* | -0.4

# Assay outcomes from PubChem.

# An excerpt, so the mix of outcomes need not match the whole.
